# FN deposit inh: fibronectin deposition inhibition | 0.086% of 350,000 active | AH1F fibroblasts, Alexa488-fibronectin deposition fluorescence, overnight | AID 743247 | inhibition, % at 12.6 µM;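 active means mean inhibition across replicates of 30% or more, regardless of how many single replicates reach that level; inconclusive means mean under 30% yet at least half of replicates reach 30%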;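 further: positive control wells lacked labelled fibronectin entirely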
#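 Material – AH1F fibroblast monolayer, labelled fibronectin deposition · Reagent – labelled fibronectin 24 nM · Timing – 1 h adhesion, overnight exposure · Measured by – fluorescence at 485 nm excitation, 525 nm emission · Read-out – inhibition of fibronectin deposition signal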
# RAD52 inh: RAD52 (human) annealing inhibition; recombinant RAD52 DNA annealing, FRET fluorescence; 0.46% of 360,000 active; inhibition, % at 18.7 µM;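 active means every replicate showing at least 50% inhibition; inconclusive means mean inhibition at least 50% but not in every replicate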
# Target sequence (P43351 whole entry, looked up): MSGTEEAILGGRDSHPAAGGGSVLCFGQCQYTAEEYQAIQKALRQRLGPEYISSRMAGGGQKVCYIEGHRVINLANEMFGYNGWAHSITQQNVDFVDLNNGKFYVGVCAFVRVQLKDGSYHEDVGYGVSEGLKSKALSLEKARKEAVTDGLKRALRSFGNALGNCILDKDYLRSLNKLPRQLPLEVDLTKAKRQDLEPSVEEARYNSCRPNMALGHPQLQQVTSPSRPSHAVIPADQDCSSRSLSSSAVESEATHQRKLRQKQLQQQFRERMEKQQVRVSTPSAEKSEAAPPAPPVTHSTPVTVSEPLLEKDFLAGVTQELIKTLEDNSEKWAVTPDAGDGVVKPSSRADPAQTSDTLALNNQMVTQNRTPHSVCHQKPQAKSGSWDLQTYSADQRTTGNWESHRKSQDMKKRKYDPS
# Xi reactivation: activators of X-chromosome reactivation in mouse fibroblasts | XiGFP mouse fibroblasts, % GFP-positive cells imaging, 3 d; cells co-treated with 5-aza-dC sensitizer; scaled so ellipticine positive control = 100% | activation, % at 7.58 µM | 0.055% of 360,000 active | AID 743238;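 active means mean normalized replicate activation at least 10% and every replicate at or above 10%; inconclusive means only one of the two criteria met; inactive means mean below 10% and not all replicates reach 10%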;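 further: 0% = median of on-plate neutral control wells and 100% = ellipticine 6 µM median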
#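 Material: XiGFP fibroblasts, SV40-immortalized. Buffer or medium: DMEM plus 5-aza-dC sensitizer. Compound: single concentration per compound, delivered by pin transfer. Times: 3 days compound exposure. Controls: ellipticine 6 µM.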
# S100A4 MyoIIA: inhibitors of human S100A4 binding to myosin IIA peptide; P26447; S100A4/TAMRA-MyoIIA peptide fluorescence polarization; inhibition, % at 10.7 µM; 0.14% of 360,000 active; AID 652163;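 active means mean inhibition of at least 70% across replicates, with every replicate also reaching that level; inconclusive means mean inhibition reaches 70% but some replicates fall short; inactive means mean inhibition below 70%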
# Target sequence (P26447 whole entry, looked up): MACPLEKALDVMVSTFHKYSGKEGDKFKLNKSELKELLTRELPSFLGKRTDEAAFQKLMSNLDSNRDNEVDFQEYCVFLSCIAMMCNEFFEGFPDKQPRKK
#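 Material: S100A4 monomer (human). Medium: Calcium-containing HEPES buffer, pH 7.2. Probe or stimulus: labelled myosin peptide probe, 5 nM. Compound dosing: one concentration per compound. Timing: polarization read 5 min after assay mix addition, stable 5–60 min. Benchmarks: DMSO as neutral control, TFP as positive control.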
# E-selectin induc: induces E-selectin expression in human endothelial cells | P16581 | HUVEC E-selectin immunofluorescence imaging; normalized: neutral wells 0, TNF-alpha wells 100 | activation, % at 7.58 µM | 0.37% of 260,000 active | AID 686992;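 active means mean E-selectin-positive cell signal at least 10% of the positive control, reached in at least 60% of replicates, without over 20% cell loss; inconclusive means no rule given, readout overlaps actives, possibly toxicity-flagged; inactive means the rest, including those meeting only one limit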;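 further: in these data hits start at about 27%; measured in HUVEC primary endothelial cells; signal is the percent of cells scored E-selectin positive by PE staining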
#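 Read-out basis: % PE-positive cells; Test system: HUVEC primary endothelial cells; Technique: immunofluorescence imaging; Dosing: single-point compound dose.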
# EWS-Fli block: blocks EWS/Fli oncoprotein-driven transcription; inhibition, % at 12.6 µM; A673 NR0B1-luciferase reporter, viability-normalised; AID 651661; 0.67% of 350,000 active;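 active means mean inhibition of at least 50% after viability correction, with every replicate also passing that limit; inconclusive means mean reaches 50% but only one of two replicates passes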;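 further: firefly luciferase signal divided by Alamar Blue viability fluorescence both relative to DMSO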
# RAD54 inh: inhibitors of human RAD54 branch migration; Q92698; RAD54 Holliday junction branch migration, FAM/BHQ fluorescence; inhibition, % at 10.4 µM; 0.14% of 360,000 active; AID 602329;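 active means mean normalized replicate activity at least 40 and at least half of replicates scoring 40 or more; inconclusive means only one of the two criteria met; inactive means mean below 40 and under half of replicates reaching 40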;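 further: 0% = median of neutral control wells and 100% = median of positive control wells; inhibitors cause a drop in the FAM fluorescence signal; in these data hits start at about 50%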
# esBAF inh: SWI/SNF esBAF complex inhibition | mouse ES cells, Bmi1-luciferase knock-in reporter, 24 h; 100% = twice the neutral-well signal | reporter increase, % at 12.5 µM | 2% of 350,000 active | AID 602393; in the data active means activation above about 40%; inconclusive means no clear call, values can overlap the other calls;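 further: 0% = median of the plate's neutral control wells and 100% = double that signal; a rise in the Bmi1 reporter signal indicates esBAF inhibition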
# * = called active by the depositor; ? = inconclusive; / = not tested or not shown; & = joins results of further samples; ! = not active in a repeat.
1	C/C(=N/NS(=O)(=O)c1cc(C)ccc1C)c1ccncc1
2	O=c1[nH]c(C2CCN(S(=O)(=O)Cc3ccccc3)CC2)nc2c1nnn2Cc1ccccc1Cl
3	COc1ccc(-c2ccc(C3[C@H]4CNC[C@@H]3N4C(=O)Nc3ccc(C(F)(F)F)cc3)cc2)cc1 (some centres not stated)
4	COc1ccc(S(=O)(=O)Nc2ccc3c(c2)CC(=O)N([C@H](C)CO)C[C@@H](C)[C@@H](CN(C)Cc2ccncc2)O3)cc1
5	COc1cc(C(=O)OCCNC(=O)c2cccnc2)cc(OC)c1OC
6	CN(C)CC(=O)N[C@@H]1CC[C@H](CCNC(=O)C2CCC2)O[C@H]1CO
7	Nc1nc(-c2ccc(Cl)cc2)c(N=Nc2ccc(S(=O)(=O)N3CCOCC3)cc2)s1
8	O=C1OC(N2C(=O)CC[C@H]2C(=O)Nc2ccc(Br)cc2F)c2ccccc21 (some centres not stated)
entry no.	1	2	3	4	5	6	7	8
FN deposit inh	/	1	-10&-4	-2	-3	-12	2	/
RAD52 inh	-4	-11	66*!	5	-5	-3	-7	-3
Xi reactivation	0.2	0.0	0.0&0.1	0.3	0.1	0.2	-0.1	/
S100A4 MyoIIA	-3	-8	-12&-25	1	-8	-2	2	2
E-selectin induc	0.1	1.6	0.0&0.3	-19	0.9	-0.2	/	/
EWS-Fli block	5	10	-27&8	0	-8	-3	-4	4
RAD54 inh	2	2	/	3	-4	0	2	1
esBAF inh	-2	-4	/	3	-3	1	/	-6

9	Cc1nc(C)c(C(=O)NNS(=O)(=O)c2ccc3ccccc3c2)s1
10	C[C@@H]1CN([C@@H](C)CO)C(=O)c2cc(NS(=O)(=O)c3ccc(Cl)cc3)ccc2O[C@@H](C)CCCCO[C@H]1CN(C)S(=O)(=O)c1ccccc1
11	COc1ccccc1C(=O)OCCc1ccccc1
12	COc1ccc(-c2c(C)cc3oc(=O)cc(-c4ccccc4)c3c2C)cc1C=O
13	COCC(=O)N1C[C@@H](C)[C@@H](OC)CN(C)C(=O)c2ccc(NC(=O)Nc3ccccc3)cc2OC[C@H]1C
14	Cc1ccc(CC2(OCCN(C)C)CCC(C(C)(C)C)CC2)cc1 (configuration not stated)
15	Cc1cccc(S(=O)(=O)N2C[C@H](O)COC[C@H]3O[C@H](CC(=O)NCCCN4CCOCC4)CC[C@@H]32)c1
16	c1ccc(CNCc2ccc(CNCc3ccccc3)cc2)cc1
entry no.	9	10	11	12	13	14	15	16
FN deposit inh	-2	-3	3	/	0	15	-1	0
RAD52 inh	-8	13	-3	-15	-13	43	10	-21
Xi reactivation	0.0	0.1	-0.1	0.0	0.4	0.4	0.0	0.0
S100A4 MyoIIA	0	-9	2	-1	-2	-7	0	-9
E-selectin induc	-1.2	-0.1	0.1	/	-0.1	-0.3	0.2	/
EWS-Fli block	3	-5	-4	-16	-8	39	-9	6
RAD54 inh	/	1	-1	7	2	/	-2	-2
esBAF inh	/	-2	78*	7	0	/	-2	6

# Limited to RAD52 inh, E-selectin induc and RAD54 inh, for 4 of the compounds above:
no. | compound | RAD52 inh | E-selectin induc | RAD54 inh
11 | COc1ccccc1C(=O)OCCc1ccccc1 | -3 | 0.1 | -1
12 | COc1ccc(-c2c(C)cc3oc(=O)cc(-c4ccccc4)c3c2C)cc1C=O | -15 | / | 7
13 | COCC(=O)N1C[C@@H](C)[C@@H](OC)CN(C)C(=O)c2ccc(NC(=O)Nc3ccccc3)cc2OC[C@H]1C | -13 | -0.1 | 2
14 | Cc1ccc(CC2(OCCN(C)C)CCC(C(C)(C)C)CC2)cc1 (configuration not stated) | 43 | -0.3 | /

# (cont.)
17	CC(C)C(=O)Nc1c(-c2ccccc2F)c(=O)c2ccccc2n1C
18	NC(=O)CC(NC(=O)Cc1cccc2ccccc12)c1ccc(N2CCN(c3ccccn3)CC2)c([N+](=O)[O-])c1 (configuration not stated)
19	CC1CCN(c2oc(-c3cccc4ccccc34)nc2C#N)CC1
20	CCN(CC)C(=O)c1nc[nH]c1C(=O)N(CC)CC
21	Cc1csc(SCC(=O)NC2CCS(=O)(=O)C2)n1 (configuration not stated)
22	CN(C)c1ccc(-c2nnn(Cc3ccccc3Br)n2)cc1
23	CCCNC(=O)N1C[C@H](C)[C@@H](OC)CN(C)C(=O)c2ccc(NC(=O)CC)cc2OC[C@H]1C
24	C[C@H]1CN([C@@H](C)CO)C(=O)c2cc(C#Cc3cccc(F)c3)cnc2O[C@@H]1CN(C)C(=O)C1CCCCC1
entry no.	17	18	19	20	21	22	23	24
FN deposit inh	-5	-1	-7	2	3	/	7	/
RAD52 inh	-15	-8	3	4	-4	-12	-10	-10
Xi reactivation	-0.1	0.0	/	0.7	0.2	/	-0.1	-0.7
S100A4 MyoIIA	-3	3	1	-1	0	6	6	8
E-selectin induc	0.3	0.1	/	0.1	/	/	-0.3	0.2
EWS-Fli block	5	-3	/	4	0	-57	1	-2
RAD54 inh	-9	0	3	-14	-1	4	0	2
esBAF inh	-7	-3	67*	-1	/	94*	4	/

25	O=C1NC2(CCCCC2)OC12CCCCC2
26	Cc1ccc2c(c1)NC(=O)C(CC(=O)NCCCN1CCCCC1)O2 (configuration not stated)
27	Cc1noc(C)c1NC(=O)Nc1ccc2c(c1)CC(=O)N([C@@H](C)CO)C[C@@H](C)[C@@H](CN(C)S(=O)(=O)c1ccc(F)cc1)O2
28	C=CCn1c(Oc2ccc(C=O)cc2OCC)nc2c1c(=O)n(C)c(=O)n2C
29	Cc1cc(C(=O)N/N=C\c2cc(C(C)(C)C)c(O)c(C(C)(C)C)c2)n[nH]1
30	Cc1cccc(C)c1OCC(=O)Nc1ccncc1
31	CN(C(=O)N1CCN(S(=O)(=O)c2ccccc2)CC1)c1ccccc1
32	Cc1noc(C)c1NC(=O)N(C)C[C@@H]1Oc2c(NC(=O)C3CCOCC3)cccc2C(=O)N([C@@H](C)CO)C[C@H]1C
entry no.	25	26	27	28	29	30	31	32
FN deposit inh	-2	5	/	2	0	-2	-2	-3
RAD52 inh	-12	-11	-5	-8	-10	-7	7	11
Xi reactivation	0.2	0.2	0.0	0.0	0.0	0.0	0.2	0.0
S100A4 MyoIIA	4	-6	4	-4	-1	-4	-12	-2
E-selectin induc	0.0	0.6	-0.3	-0.1	/	0.4	0.2	0.0
EWS-Fli block	2	-4	-1	9	8	16	10	-7
RAD54 inh	/	-10	0	13	13	-11	-1	-2
esBAF inh	/	-1	3	0	5	5	-1	1

33	CC(C)NC(=O)C1(C)CN(S(C)(=O)=O)CC(=O)N1CCc1ccccc1F (configuration not stated)
34	Cc1noc(C)c1S(=O)(=O)Nc1cccc2c1O[C@H](CN(C)C(=O)Nc1ccc3c(c1)OCO3)[C@H](C)CN([C@@H](C)CO)C2=O
35	CN(C(=O)c1cccc(NC(=O)Cc2cccc(NC(=O)C3CCN(C(=O)c4ccccc4)CC3)c2)c1)C1CCCC1
36	Oc1c(Cl)cc(Cl)cc1CNc1nc2ccccc2[nH]1
37	C/C(=N\S(=O)(=O)c1ccc(C)cc1)N1CCCCC1
38	O=C(COC(=O)c1ccc([N+](=O)[O-])o1)Nc1ccc2c(c1)OCO2
39	CC(=O)NC(C)Cc1cn(Cc2ccccc2)c2ccccc12 (configuration not stated)
40	C[C@H]1CN([C@@H](C)CO)C(=O)CCCn2cc(nn2)CO[C@@H]1CN(C)C(=O)NC1CCCC1
entry no.	33	34	35	36	37	38	39	40
FN deposit inh	5	9	3	0	-8	-1	10	-3
RAD52 inh	-5	-15	-3	-285	-22	-14	-10	13
Xi reactivation	0.4	-0.8	/	0.0	0.1	-0.2	-0.1	0.2
S100A4 MyoIIA	-4	18	0	-3	1	-4	-5	11
E-selectin induc	-0.4	0.0	0.1	/	/	-0.2	0.0	-0.1
EWS-Fli block	-8	3	6	24	0	-7	6	-11
RAD54 inh	/	-16	-1	-11	2	4	-7	-4
esBAF inh	/	-2	-1	1	1	7	3	-1

41	CCCNC(=O)Nc1ccc2c(c1)C(=O)N(C)C[C@H](OC)[C@H](C)CN(Cc1ccc(-c3ccccn3)cc1)[C@@H](C)CO2
42	CC(C)CC#Cc1ccc2c(c1)O[C@H](CN(C)C(=O)CN(C)C)[C@@H](C)CN([C@@H](C)CO)S2(=O)=O
43	CC(Oc1ccccc1)C(=O)Nc1ccccc1O (configuration not stated)
44	CCc1nc2ccc(C(=O)NCCN(C)C)cn2c1N(CC)CCOC
45	C[C@@H]1CN([C@H](C)CO)C(=O)Cc2cc(NC(=O)Cc3ccccc3)ccc2O[C@H]1CN(C)Cc1ccc(Oc2ccccc2)cc1
46	CCC(=O)NC[C@H]1[C@@H](c2ccc(C3=CCCCC3)cc2)[C@@H](CO)N1C(=O)C1CC1
47	CCCCn1c(N)c(N(Cc2ccccc2OC)C(=O)c2c(CC)noc2C)c(=O)[nH]c1=O
48	O=C(N/N=C/c1ccc2cccnc2c1)c1nc2ccccc2c(=O)[nH]1
entry no.	41	42	43	44	45	46	47	48
FN deposit inh	-13	9	/	-3	/	5	0	1
RAD52 inh	/	22	0	0	14	-11	-7	-15
Xi reactivation	-0.3	-0.9	/	-0.1	-0.9	0.1	0.0	?
S100A4 MyoIIA	/	-10	0	-5	-9	-6	-3	1
E-selectin induc	0.6	-0.2	/	0.6	-6.9	0.1	/	1.6
EWS-Fli block	2	11	/	0	-3	/	6	-48
RAD54 inh	-1	6	-4	-7	-3	/	-1	8
esBAF inh	-5	-1	-1	-1	1	/	/	46*

49	COc1cccc(-c2nnc(NC(=O)C(C)C)o2)c1
50	O=C(CC(NCCN1CCOCC1)C(=O)O)Nc1cccc(Cl)c1 (configuration not stated)
51	N#CCCN(Cc1cccnc1)S(=O)(=O)c1ccc(S(=O)(=O)N2CCCCCC2)cc1
52	O=C(CN1CCOCC1)NCC[C@@H]1CC[C@H](NS(=O)(=O)c2ccc(Cl)cc2)[C@H](CO)O1
53	CCCC(=O)Nc1ccc2c(c1)OC[C@@H](C)N(C(=O)CC)C[C@@H](C)[C@H](OC)CN(C)C2=O
54	OC[C@@H]1[C@@H](c2ccc(C3=CCCC3)cc2)[C@@H]2CN(CCC(F)(F)F)CCCCN12
55	CCN(CC)CCN1C(=O)/C(=C\c2ccc(Cl)c([N+](=O)[O-])c2)SC1=Nc1ccc(OC)cc1
entry no.	49	50	51	52	53	54	55
FN deposit inh	-6	5	/	0	-1	/	4
RAD52 inh	-9	-8	-4	0	-15	42	80*
Xi reactivation	0.3	0.6	/	-0.1	0.5	/	0.0
S100A4 MyoIIA	-5	-1	-5	18	-25	3	52
E-selectin induc	-0.1	0.9	/	-0.2	-0.2	/	-0.3
EWS-Fli block	-21	3	-9	2	2	2	60*
RAD54 inh	-2	1	9	-1	-7	0	7
esBAF inh	2	-1	-11	1	1	/	1

# Screening data (PubChem BioAssay)
